Mtb FBA inh: inhibitors of M. tuberculosis fructose-bisphosphate aldolase; P9WQA3; purified M. tuberculosis FBA, fluorescence read-out; inhibition, % at 1 µM; hit rate 2.3% among 360,000; AID 588726; in the data active means inhibition above about 27%;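 further: 0% = vehicle and 100% = reference inhibitor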
Vc quorum ag: quorum light induction in luxS cqsA deficient V. cholerae | AID 588436 | activation, % at 18.7 µM | V. cholerae BH1578 lux reporter, luminescence, 6 h | hit rate 0.16% among 350,000; in the data active means activation mostly above about 9.7%, no sharp cut-off; inconclusive means no clear call, values can overlap the other calls; inactive means mostly below about 3.7%; further: not every result past the cut was called active; inactives centre near 0; reference of the scale not given here
TcdB inh: inhibitors of Clostridioides difficile toxin B glycohydrolase | hit rate 0.24% among 350,000 | inhibition, % at 9.99 µM | TcdB glycohydrolase enzymatic assay, plate reader | AID 652162; in the data active means inhibition above about 10%
Target sequence (P18177 whole entry, looked up): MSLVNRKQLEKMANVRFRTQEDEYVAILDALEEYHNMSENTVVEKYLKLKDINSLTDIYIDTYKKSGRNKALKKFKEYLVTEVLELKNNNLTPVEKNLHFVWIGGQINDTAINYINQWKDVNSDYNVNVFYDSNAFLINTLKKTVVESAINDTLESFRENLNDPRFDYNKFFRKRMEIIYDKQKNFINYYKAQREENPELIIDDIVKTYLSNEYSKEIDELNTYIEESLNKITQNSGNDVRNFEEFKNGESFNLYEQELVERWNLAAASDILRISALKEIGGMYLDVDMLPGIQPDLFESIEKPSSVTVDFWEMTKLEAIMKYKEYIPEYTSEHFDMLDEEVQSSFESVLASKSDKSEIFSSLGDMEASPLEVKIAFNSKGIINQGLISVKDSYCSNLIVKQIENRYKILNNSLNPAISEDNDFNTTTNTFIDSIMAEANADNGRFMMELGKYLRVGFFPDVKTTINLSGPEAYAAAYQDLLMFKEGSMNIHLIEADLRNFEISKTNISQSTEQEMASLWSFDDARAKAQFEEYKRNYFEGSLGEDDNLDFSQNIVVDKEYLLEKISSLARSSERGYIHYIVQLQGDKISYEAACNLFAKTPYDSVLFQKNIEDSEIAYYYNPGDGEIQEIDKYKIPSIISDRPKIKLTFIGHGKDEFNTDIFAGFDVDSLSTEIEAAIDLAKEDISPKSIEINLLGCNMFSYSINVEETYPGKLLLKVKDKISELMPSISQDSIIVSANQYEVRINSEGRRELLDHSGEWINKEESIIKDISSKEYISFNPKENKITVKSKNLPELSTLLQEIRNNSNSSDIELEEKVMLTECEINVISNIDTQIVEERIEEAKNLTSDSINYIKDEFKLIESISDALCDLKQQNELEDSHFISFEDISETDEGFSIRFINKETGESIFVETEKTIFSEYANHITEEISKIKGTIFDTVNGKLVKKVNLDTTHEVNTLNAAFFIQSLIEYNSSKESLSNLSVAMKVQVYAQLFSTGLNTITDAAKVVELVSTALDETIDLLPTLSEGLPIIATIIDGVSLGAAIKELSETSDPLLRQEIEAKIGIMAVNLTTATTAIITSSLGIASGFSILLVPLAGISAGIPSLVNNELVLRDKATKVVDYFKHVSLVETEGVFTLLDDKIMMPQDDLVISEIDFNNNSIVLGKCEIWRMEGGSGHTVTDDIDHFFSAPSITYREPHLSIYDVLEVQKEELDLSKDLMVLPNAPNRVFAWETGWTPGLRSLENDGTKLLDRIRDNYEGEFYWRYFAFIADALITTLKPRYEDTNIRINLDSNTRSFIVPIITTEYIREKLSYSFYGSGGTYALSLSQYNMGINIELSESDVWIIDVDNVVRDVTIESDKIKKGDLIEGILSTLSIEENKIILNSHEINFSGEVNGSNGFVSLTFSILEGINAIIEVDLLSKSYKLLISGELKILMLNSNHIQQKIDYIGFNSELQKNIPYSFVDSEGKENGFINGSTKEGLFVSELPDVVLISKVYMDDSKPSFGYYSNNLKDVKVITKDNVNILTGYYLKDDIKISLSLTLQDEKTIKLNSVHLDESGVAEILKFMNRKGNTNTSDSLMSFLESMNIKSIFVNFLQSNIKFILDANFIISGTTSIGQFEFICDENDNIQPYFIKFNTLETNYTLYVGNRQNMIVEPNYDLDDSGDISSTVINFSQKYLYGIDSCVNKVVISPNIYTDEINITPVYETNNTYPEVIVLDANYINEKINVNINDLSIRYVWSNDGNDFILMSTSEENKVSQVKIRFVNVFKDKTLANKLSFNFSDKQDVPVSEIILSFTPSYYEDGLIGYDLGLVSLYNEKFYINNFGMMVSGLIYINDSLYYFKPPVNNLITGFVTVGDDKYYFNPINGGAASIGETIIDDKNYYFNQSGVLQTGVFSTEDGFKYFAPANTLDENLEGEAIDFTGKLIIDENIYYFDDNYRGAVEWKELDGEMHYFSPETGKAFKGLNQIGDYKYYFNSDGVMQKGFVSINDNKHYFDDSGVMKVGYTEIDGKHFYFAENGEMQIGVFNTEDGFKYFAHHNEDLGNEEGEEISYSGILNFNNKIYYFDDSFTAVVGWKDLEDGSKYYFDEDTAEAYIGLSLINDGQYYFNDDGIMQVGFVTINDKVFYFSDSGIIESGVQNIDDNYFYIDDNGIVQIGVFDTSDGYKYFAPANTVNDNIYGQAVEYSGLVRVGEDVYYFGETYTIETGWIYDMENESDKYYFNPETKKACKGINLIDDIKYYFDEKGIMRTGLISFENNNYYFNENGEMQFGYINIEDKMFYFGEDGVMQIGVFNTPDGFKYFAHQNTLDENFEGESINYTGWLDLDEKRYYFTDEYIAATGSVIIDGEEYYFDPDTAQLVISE
Y pestis TopoI: blocks Yersinia pestis topoisomerase I activity; Y. pestis Topo-I cleavage product accumulation, plate reader; activity, % at 10 µM; hit rate 0.064% among 360,000; in the data active means activity above about 50%, passing the limit was not always enough; inconclusive means no clear call, values can overlap the other calls; further: inactives centre near 2
UGM FP inh: Mtb UDP-galactopyranose mutase inhibition | P9WIQ1 | hit rate 0.06% among 320,000 | inhibition, % at 10 µM | purified UGM, fluorescence polarization probe displacement; in the data active means inhibition above about 10%, passing the limit was not always enough; inconclusive means no clear call, values can overlap the other calls
BioA inh: blocks M. tuberculosis BioA enzyme activity; hit rate 0.096% among 360,000; purified M. tuberculosis BioA enzyme, plate reader; inhibition, % at 9.99 µM; in the data active means inhibition above about 40%; inconclusive means no clear call, values can overlap the other calls
PfHsp40 yeast: restores yeast growth despite PfHsp40 toxicity; S. cerevisiae expressing PfHsp40, growth rescue, ATP luminescence; growth rescue, % at 12.5 µM; hit rate 0.68% among 340,000; AID 504582; in the data active means growth rescue above about 28%, passing the limit was not always enough; inconclusive means no clear call, values can overlap the other calls;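 further: yeast W303a lacking pdr1 and pdr3 grown in galactose medium; growth measured after three days at 30 °C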
FadD28 binding: inhibitors of Mycobacterium tuberculosis FadD28 bisubstrate binding; FadD28 bisubstrate probe binding, fluorescence polarization; inhibition, % at 12.5 µM; hit rate 0.22% among 360,000; in the data active means inhibition above about 8.5%, passing the limit was not always enough; inconclusive means no clear call, values can overlap the other calls
GDH-TPI counter: counter-screen for M. tuberculosis FBA inhibitors: GDH-TPI coupled enzymes. GDH-TPI coupled enzyme counterscreen, NADH absorbance. inhibition, % at 4.8 µM. hit rate 1.2% among 360,000. AID 588335; in the data active means inhibition above about 30%;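 further: 0% = DMSO wells and 100% = wells lacking the enzyme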
* = called active by the depositor; i = inactive; ? = inconclusive; . = not tested or not shown.

SMILES	Mtb FBA inh	Vc quorum ag	TcdB inh	Y pestis TopoI	UGM FP inh	BioA inh	PfHsp40 yeast	FadD28 binding	GDH-TPI counter
CCOc1ccc(NC(=O)CN(c2ccc(OC)cc2)S(C)(=O)=O)cc1	3	0.3	.	6	2.2	-0.3	-0.6	-5.1	-9
Cc1[nH]n(-c2ccc(Cl)cc2)c(=O)c1/C=N/n1c(C)nc2ccccc2c1=O	-9	.	.	2	1.9	0.8	0.4	-1.1	17
CCN(CC)C(=O)c1ccc(/C=C/c2c[nH]c3ccccc23)[n+](C)c1	-27	-0.2	.	-2	-3.9	.	-0.3	0.5	11
CCC1(c2ccccc2)NC(=O)N(CC(=O)Nc2cccc(S(=O)(=O)N3CCCC3)c2)C1=O (centres undefined)	0	2.1	0.0	12	-2.6	-1.1	-0.2	-2.6	0
COc1ccc(C(=O)N2CCCC(c3ccccc3)C2)cc1 (centres undefined)	-2	i	.	17	-3.7	4.3	-0.2	-2.6	6
Cc1ccc(OCc2ccc(C(=O)NN)o2)cc1C	-3	i	0.5	3	0.7	-2.1	-0.3	-1.0	7
O=C(O)C1CSCN1S(=O)(=O)c1cccc2nsnc12 (centres undefined)	6	i	.	-5	-3.9	-0.2	0.3	-0.2	11
CCCCN1C(=O)C(=O)N(CC(=O)Nc2sc(C)c(C)c2C(=O)OC)C1=O	2	i	1.3	12	1.8	-0.5	0.7	.	9
Cc1onc(-c2ccccc2)c1NC(=O)Nc1c(-c2ccccc2)noc1C	2	-0.7	0.6	-7	-0.7	.	-0.4	-2.3	-2
Cc1cc(C)cc(N2C(=O)NC(=O)/C(=C\C=C\c3ccco3)C2=O)c1	-2	0.0	-1.2	-2	-2.3	.	0.1	1.7	8
N#Cc1c(N)nc2c(c1-c1ccncc1)CCCCCC2	2	-6.2	.	-8	2.2	-4.3	0.8	-1.6	0
N#CC(c1ccc(Cl)cc1)c1ccc(Cl)nn1 (centres undefined)	-5	-0.1	.	0	-0.2	0.4	-0.9	-3.0	-16
COC(=O)CCC(=O)N1CCc2cc(S(=O)(=O)N3CCc4ccccc43)ccc21	2	i	.	33	1.0	-0.4	2.2	-0.7	2
Cc1ccc2cc(CN(Cc3nnnn3C3CCCC3)C3CCCCC3)c(=O)[nH]c2c1C	3	-1.5	0.6	13	.	-0.1	0.2	-1.3	4
COc1cccc(NC(=O)CN(c2ccc([N+](=O)[O-])cc2)S(=O)(=O)c2ccccc2)c1	-4	-0.3	0.9	-8	1.3	.	-0.7	-3.6	-3
c1cc2c3c(cccc3c1)NN=N2	-1	i	0.2	-11	.	.	-0.7	-1.3	9
COc1cccc(NC(=S)NNC(=O)Cn2nc(C(F)(F)F)cc2C)c1	0	-0.2	-2.3	-4	2.5	-1.0	-0.1	-3.4	-4
CNC(=O)/C(C#N)=C/c1c(N2CCN(c3ccc(OC)cc3)CC2)nc2c(C)cccn2c1=O	37*	i	-17	26	1.4	3.5	0.8	-2.1	12
CN(C(=O)c1ccc(Br)cc1)C1CCS(=O)(=O)C1 (centres undefined)	-1	-1.2	5.2	-7	-1.2	-1.4	-1.6	-1.7	4
CC(C)(C)OC(=O)C[C@@H]1C/C=C\C[C@@H](CC(=O)NCCO)C(=O)N[C@H](Cc2c[nH]c3ccccc23)COC1=O	1	-0.3	-1.4	7	-1.9	0.2	0.1	-1.2	-2
C[C@@H]1CC=C[C@H]2[C@H]1C(=O)N(Cc1ccccc1)[C@H]2c1ccc(/C=C/c2ccccc2)cc1F	-1	i	-0.9	1	0.4	-2.0	0.4	-1.5	13
COc1ccc(C(=O)N2CCN(Cc3nc(CC4CC4)no3)CC2)cc1	-9	i	1.5	-13	0.7	.	0.9	-2.5	-10
CCc1ccc(NC(=O)CN2C(=O)CSC2=O)cc1	1	-0.2	.	-5	-0.9	-1.4	-0.9	-4.2	-12
COc1cc(/C=C/C(=O)OCC(=O)N2CC3(C)CC2CC(C)(C)C3)ccc1O (centres undefined)	4	-0.5	.	22	-0.3	.	0.7	-2.0	24
COc1ccccc1CCC(=O)NC1CCCN(c2ccc(C(F)(F)F)cn2)C1 (centres undefined)	3	-3.1	-0.1	5	-2.0	-0.8	0.0	-0.2	0
SMILES	Mtb FBA inh	Vc quorum ag	TcdB inh	Y pestis TopoI	UGM FP inh	BioA inh	PfHsp40 yeast	FadD28 binding	GDH-TPI counter
O=C(Nc1nc2ccc(F)cc2s1)C1=NN(c2ccccc2)C(=O)CC1	2	i	0.0	1	2.3	.	-0.2	1.4	21
CCOC(=O)C1(Cc2cccc(OC)c2)CCCN(C(=O)c2ccc(OC)o2)C1 (centres undefined)	-2	-0.3	-0.2	12	2.2	0.5	0.5	-2.8	-2
CCc1nnc(NC(=O)CCC(=O)N2CCCC2)s1	6	i	.	9	1.2	2.0	-0.9	1.4	-5
Nc1nonc1-n1nnc(C(=O)N/N=C/c2ccccc2Br)c1CN1CCCC1	0	5.9	0.2	-2	0.0	-1.5	-0.6	1.0	2
Cc1ccc(C)c(OCC(=O)NNC(=O)C2CC2)c1	2	-1.6	0.0	9	-0.6	-0.1	0.8	0.2	-9
COc1ccc(C(=O)C2CCCN(Cc3cc(Cl)ccc3O)C2)c(OC)c1 (centres undefined)	0	i	0.6	-1	-1.9	-0.9	0.2	0.1	-6
COCCCN(C(=O)Cc1coc2cc(C)c(C)cc12)c1c(N)n(Cc2ccccc2)c(=O)[nH]c1=O	0	-1.3	1.4	5	-1.3	.	-0.1	-1.4	-1
CC(C)(C)Cc1c(-c2ccc(C#N)cc2)nc2ccc(Cl)cn12	1	-1.1	0.6	-12	.	-0.8	.	-2.3	7
COc1ccccc1C(=O)N/N=C(\C)c1ccc(NC(=O)Cc2ccccc2)cc1	-2	-1.6	-1.3	11	-2.4	-1.1	0.8	-0.8	17
O=C(Cc1ccc(NC(=O)C2CCCN(C(=O)c3ccccc3)C2)cc1)Nc1ccc(C(=O)N2CCOCC2)cc1 (centres undefined)	2	-1.5	-2.4	8	.	1.2	1.3	-1.4	7
CN1/C(=C\C=C2/SC(=S)NC2=O)C(C)(C)c2ccccc21	-8	i	1.3	5	-8.1	.	-1.4	-12	7
CN(C)S(=O)(=O)c1cccc(COC(=O)Cc2c(F)cccc2Cl)c1	-3	-3.4	1.9	22	2.7	0.1	1.4	-3.3	-9
Cc1cc(C(=O)NC2CCCc3c2cnn3-c2ccc(C(C)(C)C)cc2)n[nH]1 (centres undefined)	1	-0.2	-0.3	14	0.1	-1.1	2.5	0.2	3
CC(C)(C)NC(=O)NC(=O)CSc1nnc(-c2ccccc2F)n1N	3	i	.	-4	0.7	1.6	-1.7	-2.6	-5
CCOc1ccc(-c2c(C(=O)N/N=C/c3ccc(C)s3)nnn2-c2nonc2N)cc1	-1	-0.6	.	?	-0.3	0.2	-0.1	-5.0	37*
O=C1CSC(c2ccccn2)N1c1ccccc1 (centres undefined)	2	i	2.4	1	-3.2	-2.2	0.5	-1.6	3
O=C(CCCOc1ccccc1)Nc1ccc(S(=O)(=O)N2CCOCC2)cc1	4	i	.	-6	-1.1	0.0	1.7	-3.1	-1
COc1ccc(Cl)cc1NC(=O)CN(C)C(=O)c1n[nH]c2ccccc12	-2	-0.4	-0.5	10	1.4	2.8	-0.8	-2.2	-4
CS(=O)(=O)N(Cc1ccccc1)c1ccccc1C(=O)Nc1ccccc1C(=O)NCc1ccco1	3	-0.2	1.0	-12	-1.7	-4.4	-0.5	-0.5	1
N#Cc1nc(Cc2ccccc2)oc1NCCc1ccccc1	-1	i	.	21	0.8	2.7	0.4	-2.5	6
Cc1ccnc(NC(=O)Cn2ccc([N+](=O)[O-])n2)c1	-3	-0.2	1.0	0	-2.1	.	-0.3	-3.4	-4
O=C(NCCc1nnc2ccc(N3CCCCCC3)nn12)c1ccccc1	0	-1.8	1.0	10	-1.4	2.8	-0.2	-0.7	9
CC(OC(=O)Cc1c[nH]c2ccccc12)C(=O)Nc1ccccc1[N+](=O)[O-] (centres undefined)	2	-10	6.5	-2	-2.4	.	2.0	-0.3	11
O=C1NC(=Nc2ccccc2)S/C1=C\C=C\c1ccco1	-4	-0.3	-1.3	-1	0.3	.	-0.6	0.1	13
O=C(Cn1c(=S)[nH]c2ccccc2c1=O)N1CCC2(CC1)OCCO2	0	i	.	-4	-4.6	.	-1.1	-2.0	1

In the list so far, two contain two or more sulfur atoms.
SMILES	Mtb FBA inh	Vc quorum ag	TcdB inh	Y pestis TopoI	UGM FP inh	BioA inh	PfHsp40 yeast	FadD28 binding	GDH-TPI counter
O=C(O)C1CSCN1S(=O)(=O)c1cccc2nsnc12 (centres undefined)	6	i	.	-5	-3.9	-0.2	0.3	-0.2	11
CN1/C(=C\C=C2/SC(=S)NC2=O)C(C)(C)c2ccccc21	-8	i	1.3	5	-8.1	.	-1.4	-12	7

Filtered by structure, those above containing a thiophene ring, fused or not
SMILES	Mtb FBA inh	Vc quorum ag	TcdB inh	Y pestis TopoI	UGM FP inh	BioA inh	PfHsp40 yeast	FadD28 binding	GDH-TPI counter
CCCCN1C(=O)C(=O)N(CC(=O)Nc2sc(C)c(C)c2C(=O)OC)C1=O	2	i	1.3	12	1.8	-0.5	0.7	.	9
CCOc1ccc(-c2c(C(=O)N/N=C/c3ccc(C)s3)nnn2-c2nonc2N)cc1	-1	-0.6	.	?	-0.3	0.2	-0.1	-5.0	37*

More records:
SMILES	Mtb FBA inh	Vc quorum ag	TcdB inh	Y pestis TopoI	UGM FP inh	BioA inh	PfHsp40 yeast	FadD28 binding	GDH-TPI counter
Cc1nc(OCC(C)C)c2sc3nc4c(cc3c2n1)COC(C)(C)C4	7	-0.1	0.8	-1	-1.4	0.9	.	0.4	-2
Cc1ccccc1Cn1ccc(NC(=O)c2cnn3c(C(F)(F)F)cc(-c4ccco4)nc23)n1	-1	i	.	1	-0.6	-1.8	0.4	-3.9	12
CC(=O)Oc1ccc(/C=C(\NC(=O)c2cccc(Br)c2)C(=O)Nc2ccc(C(=O)O)cc2)cc1	-1	i	1.0	3	0.7	-0.5	-0.5	-3.9	32*
Cc1ccc(S(=O)(=O)NNc2c3ccccc3nc3ccc(Cl)cc23)cc1	91*	i	-10	-16	.	-1.3	.	-1.4	10
CC1CCCC(NC(=O)CCNC(=O)c2ccc([N+](=O)[O-])cc2)C1C (centres undefined)	-1	-0.3	-0.9	3	0.4	-0.8	0.1	-0.7	5
CN(CC(=O)N1CCCCCC1)S(=O)(=O)c1ccccc1	-1	0.4	0.0	8	-1.5	-0.7	2.2	-0.1	-10
S=P(Nn1cnnc1)(c1ccccc1)c1ccccc1	-3	-0.1	1.0	-8	-1.9	.	-0.5	-1.9	-1
CCc1ccc(N=C2NC(=O)/C(=C/c3ccc(OCC(=O)O)c(OC)c3)S2)cc1	-1	i	-0.4	1	.	-1.6	-0.6	-0.3	19
CC1CCCCN1C(=O)COC(=O)c1cc([N+](=O)[O-])ccc1N (centres undefined)	0	-0.5	0.2	3	0.5	0.8	-0.6	-3.0	19
O=C(CSc1nnc(-c2ccccc2NC(=O)c2ccccc2)o1)OC1CCCCC1	3	0.0	.	-2	1.2	-3.7	0.2	0.4	1
O=C(NCCc1c[nH]c2ccccc12)C(=O)NCC1CCCO1 (centres undefined)	-1	-0.3	2.0	2	-0.3	0.5	-0.6	-0.8	0
Cc1ccc(NC(=O)CCS(=O)(=O)c2cccc3nonc23)c(Cl)c1	1	-0.4	0.4	7	2.0	-0.9	-1.3	-2.5	10
CC(C)(C)n1nnnc1C(c1ccccn1)N(Cc1ccccc1)Cc1ccc(Cl)cc1 (centres undefined)	4	i	.	33	-1.3	0.4	0.8	1.4	2
NC(=O)COc1c(-c2ccccc2)oc2ccccc2c1=O	3	-5.0	.	4	2.7	1.3	1.6	-2.5	7
CC[C@@]1(C(=O)OC)N[C@H](CN(C)S(=O)(=O)c2ccccc2)[C@@H]2C(=O)N(Cc3ccccc3)C(=O)[C@@H]21	4	i	0.7	-3	0.4	-0.7	-0.3	-0.5	0
Cc1ccc(NC(=O)CCn2c(=O)[nH]c3ccsc3c2=O)cc1F	2	i	0.9	-6	1.7	0.0	0.1	-1.9	-1
CCOC(=O)C1CCCN(C(=O)c2cccc([N+](=O)[O-])c2C)C1 (centres undefined)	3	i	1.3	1	-1.0	.	0.1	-0.3	2
CCN(C(=O)CN1C(=O)COc2ccc(S(=O)(=O)N3CCCCCC3)cc21)c1cccc(C)c1	-1	1.1	1.2	14	1.6	1.1	-0.3	-4.3	-3
